Screening data deposited in PubChem by National Center for Advancing Translational Sciences (NCATS).
TDP1 cell CPT – growth inhibition of DT40 Tdp1-/-;hTDP1 cells with camptothecin (screen for TDP1 inhibitors). chicken DT40 Tdp1-/-;hTDP1 cells + 20 nM CPT, ATP luminescence, 48 h. Potency, µM (series often up to 46.2 µM), without a hit: top-dose activity change, negative = growth inhibition, actives largely listed as inhibitors. 420,000 compounds, 12% hits. AID 686979; further: nearly all actives have a fitted effect of over 55% in size
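Chicken DT40 Tdp1-/- cells stably complemented with human TDP1 were seeded at 400 cells/well in medium containing 20 nM camptothecin, exposed to pin-transferred compounds, and grown at 37 °C for at least 48 hr. Viability was read as ATP luminescence.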
DT40 TDP1 no CPT – qHTS for Inhibitors of human tyrosyl-DNA phosphodiesterase 1 (TDP1): qHTS in cells in absence of CPT. DT40 Tdp1-/- hTDP1 cells, no CPT, ATP luminescence, 48 h. Potency, µM (series often up to 46.2 µM), without a hit: at the top dose activity change, negative = growth inhibition, hits mostly inhibitors. 420,000 compounds, 15% hits; further: nearly all actives have a fitted effect of over 55% in size
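A cellular qHTS used chicken DT40 cells lacking endogenous Tdp1 but carrying stably transfected human TDP1. Compounds were applied without camptothecin, and cell growth kinetics were judged by ATP-dependent luminescence after ≥48 hr.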
GCN5L2 inh – inhibitors of human GCN5L2 histone acetyltransferase; 390,000 compounds, 0.21% hits; Potency, µM (top dose mostly 58.9 µM), for the others: top-dose activity change, negative = inhibition, usual class: inhibitors; GCN5L2 HAT assay, ThioGlo1 CoA-SH fluorescence; AID 504327; Q92830
Target sequence (Q92830 whole entry, looked up): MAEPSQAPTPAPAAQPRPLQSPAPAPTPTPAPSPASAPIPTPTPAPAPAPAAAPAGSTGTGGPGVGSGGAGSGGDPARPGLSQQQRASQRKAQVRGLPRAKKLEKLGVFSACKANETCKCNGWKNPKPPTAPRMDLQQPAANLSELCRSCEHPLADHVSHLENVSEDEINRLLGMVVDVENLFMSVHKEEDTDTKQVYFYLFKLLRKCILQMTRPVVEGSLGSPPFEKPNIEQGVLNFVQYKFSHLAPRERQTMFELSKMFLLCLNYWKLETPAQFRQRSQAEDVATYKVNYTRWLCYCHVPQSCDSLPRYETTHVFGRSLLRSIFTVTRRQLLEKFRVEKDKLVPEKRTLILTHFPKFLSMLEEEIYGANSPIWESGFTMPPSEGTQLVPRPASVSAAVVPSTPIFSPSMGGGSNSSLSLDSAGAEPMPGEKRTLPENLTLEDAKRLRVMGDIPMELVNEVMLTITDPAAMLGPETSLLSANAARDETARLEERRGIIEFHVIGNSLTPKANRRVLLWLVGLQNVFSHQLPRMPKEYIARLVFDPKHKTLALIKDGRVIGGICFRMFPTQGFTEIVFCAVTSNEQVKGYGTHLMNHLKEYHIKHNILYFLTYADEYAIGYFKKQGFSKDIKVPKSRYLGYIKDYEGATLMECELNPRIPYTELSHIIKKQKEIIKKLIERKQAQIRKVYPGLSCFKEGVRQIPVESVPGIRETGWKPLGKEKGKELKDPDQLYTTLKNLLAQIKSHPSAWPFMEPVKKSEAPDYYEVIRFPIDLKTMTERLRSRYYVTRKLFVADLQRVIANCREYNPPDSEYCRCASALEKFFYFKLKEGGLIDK
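Titration-based screen in which CoA formation is detected via maleimide probe ThioGlo1 (50uM) turning fluorescent on thiol reaction; substrates H3(1-25) 75uM and acetyl-CoA 70uM, GCN5L2 20nM, 20 min incubation at room temperature.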
An asterisk follows results filed as active; ? = inconclusive; nt = no result given; [ ] = another dose, or the depositor's remark. The call rests on the fitted dose curve; in most records, active means well fitted curve in the direction sought with a large enough effect; inconclusive means small, poorly fitted or top-dose-only effect, or another doubt; inactive means no such curve, though single readings can be large; an effect the other way counts as inactive or inconclusive. On the % scale 0 is the no-effect control and ±100 the full control effect; potency means the concentration at half of the fitted maximal effect. Not a hit list; 18% or so of the library scored in one or more.

canonical_smiles	TDP1 cell CPT	DT40 TDP1 no CPT	GCN5L2 inh
Cc1nnc(NC(=O)C2CCN(c3nnnn3-c3ccccc3)CC2)s1	?	-13%	0%
O=C1CC(C(=O)N2CCOc3ccc(CN4CCC(Oc5cccnc5)CC4)cc3C2)c2ccccc21 (stereo unspecified)	-6%[9.04 µM]	?	nt
COc1cccc(CN2CCN(Cc3ccco3)CC2)c1	2%	1%	3%
Cc1c(Cl)cccc1NC(=O)Cn1c(=O)n(Cc2ccco2)c(=O)c2sc3ccccc3c21	?	?	-6%
Cc1ccccc1Cn1c(=O)n(CCc2ccccc2)c(=O)c2ccccc21	?	?	-1%
O=C(Nc1cccc(C(F)(F)F)c1)c1cccnc1NCCc1ccccc1	?	16µM*	-15%
Cc1ccccc1C(=O)Nc1ccnn1C1CCN(CC2CC=CCC2)CC1 (stereo unspecified)	-26%	-25%	3%
COc1ccc(NC(=O)c2cccc(N3C(=O)c4cccc([N+](=O)[O-])c4C3=O)c2)cc1	-2%	17%	-12%
Cc1ccc(NC(=O)CN(C)CC(=O)Nc2ccc(F)c(Cl)c2)cc1	-20%	-2%	-3%
CCCN(CCC)CCNC(=O)C1CCN(S(=O)(=O)c2cccc3nsnc23)CC1	8%	2%	-9%
CCCCN1C(=O)C(O)(CC(=O)c2c(C)n[nH]c2C)c2cc(Br)ccc21 (stereo unspecified)	3%	-20%	-8%
Cc1ccc(NC(=O)N2CCC(C(=O)c3ccc(F)cc3)CC2)cc1	?	?	-1%
CCOc1ccc2cc(C#N)c(SCC(=O)OCc3ccccc3)nc2c1	?	?	nt
CC(C)CCN(C(=O)CCSc1ccc(F)cc1)c1c(N)n(Cc2ccccc2)c(=O)[nH]c1=O	?	?	-1%
COc1ccc(NC(=O)c2ccco2)cc1NC(=O)COc1ccc(C)c(C)c1	?	?	-17%
O=C(c1cccc(Cl)c1)N1CCN(c2ccc3c(c2)C2CC3CCN2C(=O)OCc2ccccc2)CC1 (stereo unspecified)	?	15µM*	nt
CCc1ccc(NC(=O)CSc2nc3c([nH]c4ccccc43)c(=O)n2-c2cccc(OC)c2)cc1	-24%	?	-11%
CC(/C=C/c1ccccc1)=N/NC(=O)CCC(=O)Nc1ccccc1C	-11%	-27%	0%
CCN(CC)C(=O)C1CCCN(Cc2cccc(Cl)c2)C1 (stereo unspecified)	-27%	?	nt
CCOC(=O)C/C(N)=N/NC(=O)c1ccc(Cl)cc1Cl	11%	-16%	-16%
N#CC1(Nc2ccc(-c3ccc(Cl)cc3)cc2)CCCC1	?	-29%	nt
CC(C)(C)NC(=O)CSc1nncn1NCc1cccc2ccccc12	-14%	-16%	0%
O=C(CCCCCl)Nc1c2c(nc3ccccc13)CCC2	-26%	-1%	-13%
O/N=C/c1cn(-c2ccccc2)nn1	?	-7%	-1%
CCOC(=O)N1CCC(N2C(=O)c3ccc(C(=O)NCc4ccc(F)cc4)cc3C2=O)CC1	1%	-23%	-8%
Cc1ccc(-n2c(N)c(C(=O)N3CCCCC3)sc2=S)cc1	?	?	-21%[0.501 µM]
C=CCN(c1ccc(C(=O)NCCSc2ccccc2)cc1)S(C)(=O)=O	-6%	-15%	-3%
C/C(=N\NC(=O)c1ccc(NS(=O)(=O)c2cccs2)cc1)c1ccc2ccccc2c1	?	?	-7%
COC(=O)c1ccc2c(=O)n(CCN3CCOCC3)c(SCC(=O)Nc3ccc(C)cc3)nc2c1	-21%	-16%	-27%
O=C(NN1C(=O)C2C3C=CC(O3)C2C1=O)c1ccncc1 (stereo unspecified)	15%	4%	-5%
O=C(O)CC(C(=O)O)c1ccc(OCCCCOc2ccc(C(CC(=O)O)C(=O)O)cc2)cc1 (stereo unspecified)	2%	30%[activator]	-3%
COc1cc(CNC(=O)c2cnccn2)cc(OC)c1	0%	-6%	nt
COc1cc2c(C(=O)NCc3ccccn3)cn(C)c(=O)c2cc1OC	-10%	-27%	-10%
Cc1ccc(OCC(=O)Nc2ccc(S(=O)(=O)Nc3ccccn3)cc2)cc1	-6%	-17%	-7%
Cc1cc(N2CCCCCC2)nc2ccccc12	?	-26%	-2%
CCCCNC(=O)N1CCCN(c2ccc(C#N)cn2)CC1	6%	7%	0%
Cc1c(S(=O)(=O)Nc2ccc(Br)cc2)c(=O)n(C)c(=O)n1C	2%	0%	-20%
Cc1cc(C(=O)O)n(C(C)(C)C)n1	12%	5%	0%
CC1CCC2(CC1)NC(=O)N(CC(=O)NCc1ccc3c(c1)OCO3)C2=O (stereo unspecified)	0%	-22%	9%
COc1ccc(CNC(=O)c2cnccn2)cc1	-11%	-11%	-5%
O=C(NCc1ccccc1)c1nc(-c2c(F)cccc2F)oc1-c1ccccc1	?	18µM*	nt
CCOC(=O)c1ccc(NC(=O)CSc2nnc(C3CC3)n2CC)cc1	-1%	5%	3%
O=C(Cn1ncc2c1-c1ccccc1OC2)Nc1cccc(Cl)c1	?	?	-10%
COc1ccc(C(C(=O)NCc2ccccc2)N(Cc2ccc3c(c2)OCO3)C(=O)c2cnccn2)cc1 (stereo unspecified)	-20%	-26%	-7%
Cc1cccc(N2CCN(C(=O)c3ccc4c(Cl)c5c(nc4c3)CCCC5)CC2)c1C	18µM*	?	-9%
CCN(Cc1cc2cc(C)ccc2[nH]c1=O)C(=O)c1cccc(OC)c1	?	?	-2%
COCC(=O)N1CCC2(CC1)CN(Cc1ccc(C#N)cc1)C2	-48%	-55%	-11%
COc1cc(C(=O)Oc2ccc(C(=S)N3CCOCC3)cc2)cc(OC)c1OC	-3%	-16%	-1%
Cn1nccc1C(=O)N1CCN(c2ccccc2F)CC1	10%	15%	?
Cn1nnnc1SCC(=O)NCc1ccc2c(c1)OCO2	0%	-1%	-3%
O=C(CSc1nnc(-c2ccc(Cl)cc2)n1-c1ccc(Cl)cc1)N/N=C/c1ccco1	21µM*	?	-2%
O=c1c(-c2cc(F)cc(F)c2)nc2cnc(N3CCOCC3)nc2n1Cc1cccs1	9%	2%	-1%
CC1(NC(=O)CCNC(=O)c2ccc(C(C)(C)C)cc2)CCS(=O)(=O)C1 (stereo unspecified)	12%	-11%	-3%
CC(OC(=O)c1ccco1)C(=O)NC1CCCC1 (stereo unspecified)	11%	-16%	-23%
CCOC(=O)c1nn(-c2ccc(OCC)cc2)c2nc(CC(C)C)c(C#N)c(=O)n12	-30%	-6%	-17%
CC1CCCC(C)N1CC(O)COc1c(F)cc(Br)cc1F (stereo unspecified)	?	?	6%
CCc1nnc(NS(=O)(=O)c2ccc(NC(=O)C(c3ccccc3)c3ccccc3)cc2)s1	19%	-1%	nt
COc1ccc(C(=O)NCC(=O)N2CCN(C(=O)c3ccco3)CC2)cc1[N+](=O)[O-]	-12%	8%	2%
COc1ccc(C(=O)COC(=O)CCN2C(=O)C3C4CC(C(Br)C4Br)C3C2=O)cc1 (stereo unspecified)	-6%	-8%	-10%
COc1ccccc1-c1c(C)oc2c(CN3CCCCC3C)c(O)ccc2c1=O (stereo unspecified)	3%	13%	-15%

Record cards (already shown). Order of values: TDP1 cell CPT	DT40 TDP1 no CPT	GCN5L2 inh
Profile of COc1ccccc1-c1c(C)oc2c(CN3CCCCC3C)c(O)ccc2c1=O (stereo unspecified) → 3%	13%	-15%
Profile of COc1ccc(C(C(=O)NCc2ccccc2)N(Cc2ccc3c(c2)OCO3)C(=O)c2cnccn2)cc1 (stereo unspecified) → -20%	-26%	-7%
Profile of O=C(CSc1nnc(-c2ccc(Cl)cc2)n1-c1ccc(Cl)cc1)N/N=C/c1ccco1 → 21µM*	?	-2%

Next section.
canonical_smiles	TDP1 cell CPT	DT40 TDP1 no CPT	GCN5L2 inh
Cn1c(Cn2c(=O)sc3ccccc32)nnc1SCc1cccnc1	17%	-4%	-14%
CC(=NO)c1ccc2c(c1)Cc1cc([N+](=O)[O-])ccc1-2	?	13µM*	nt
O=C(O)C1C2C=CC(C2)C1C(=O)NCc1cccc(Cl)c1 (stereo unspecified)	-14%	-9%	-5%
O=C(Nc1nc(-c2cccnc2)cs1)c1ccccc1Cl	-9%	-10%	0%
O=C(c1cc2cc(Cl)ccc2[nH]1)N1CCCCC1	-18%	?	-4%
C[C@H](NC(=O)OC(C)(C)C)c1nnc(SCC(=O)c2ccc(Cl)cc2)o1	16µM*	21µM*	-5%
CC(C)[C@H](NC(=O)OC(C)(C)C)c1cc(C(=O)N2CCOCC2)c(N)s1	-30%	?	nt
CC1CC(C)CN(C(=O)c2ccc(C(=O)c3ccccc3)cc2)C1 (stereo unspecified)	?	?	4%
O=C(Nc1nnc(-c2cccs2)o1)c1cccc(F)c1	4.6µM*	7.3µM*	nt
Cc1ccc2c(N)c(C(=O)N(c3ccccc3)c3ccccc3)sc2n1	?	?	0%
Cc1nc2ccc(S(=O)(=O)NCC(=O)N3CCCC(C)C3)cc2s1 (stereo unspecified)	-9%	-23%	8%
CC(C)(C)C(=O)NC1(C(F)(F)F)NC(=O)N(c2ccccc2F)C1=O (stereo unspecified)	21%	11%	-2%
Cc1nnc(NCCc2ccccc2)c2ccccc12	?	23µM*	-3%
Cc1ccnc(NC(=O)CSc2ccc3c(c2)OCCO3)c1	-16%	?	-3%
Cc1ccc(O)c(NC(=O)CSc2n[nH]c(C)c2[N+](=O)[O-])c1	0%	-23%	-13%
CCc1ccc(OCC(=O)NNC(=O)Cc2c(F)cccc2Cl)cc1	3%	-13%	-1%
Cc1ccc(C(=O)NNC(=S)NC(=O)c2ccccc2)cc1	18µM*	16µM*	nt
CCCNC(=O)C(CC)NC(=O)c1cccc([N+](=O)[O-])c1 (stereo unspecified)	-12%	1%	-2%
Cc1sc(NC(=O)CSc2nnc(-c3ccc(F)cc3)o2)c(C#N)c1C	-13%	?	-8%
COC(=O)c1ccc2nc(-c3ccccc3)c(Cc3ccccc3OC)n2c1	18µM*	16µM*	nt
O=C(Nc1ccc(Cl)c(S(=O)(=O)N2CCOCC2)c1)c1cn2ccccc2n1	-14%	?	-1%
CC(C)c1ccc(NC(=O)c2cc(Br)ccc2Br)cc1	?	26µM*	-5%
O=C(COC(=O)CCCN1C(=O)c2ccccc2C1=O)Nc1cc(Cl)cc(Cl)c1	0%	-3%	-8%
COc1ccc(OC)c(NC(=O)CCn2cccc2)c1	-3%	5%	6%
COc1cccc(C(=O)NCCS(=O)(=O)NCCc2ccccc2)c1	-4%	?	-2%
O=C(Cn1cnnn1)OCC(=O)c1ccc(Cl)s1	-7%	-4%	-4%
CCOc1ccc(/C(CC)=N/NC(=O)C2(C)CC2(Br)Br)cc1 (stereo unspecified)	?	?	-6%
CC(=O)N1CCN(S(=O)(=O)c2cccc(C(=O)N(C)Cc3ccc(C)o3)c2)CC1	5%	15%	1%
S=c1[nH]nc(Cc2cccs2)n1-c1ccccc1Cl	16%	-1%	-1%
O=C(CSc1nnnn1C1CCCCC1)NCc1ccccc1	4%	-1%	-14%
CC(C)c1nnc(NC(=O)CCC(=O)NCCc2ccccc2)s1	11%	-8%	-1%
CCc1noc(C)c1C(=O)Nc1sc(C(=O)N(C)C)c(C)c1C(=O)OC	9%	?	-29%

Quoted at random: 5 compounds from above
canonical_smiles	TDP1 cell CPT	DT40 TDP1 no CPT	GCN5L2 inh
COc1cccc(C(=O)NCCS(=O)(=O)NCCc2ccccc2)c1	-4%	?	-2%
CCOc1ccc(/C(CC)=N/NC(=O)C2(C)CC2(Br)Br)cc1 (stereo unspecified)	?	?	-6%
O=C(CSc1nnnn1C1CCCCC1)NCc1ccccc1	4%	-1%	-14%
O=C(COC(=O)CCCN1C(=O)c2ccccc2C1=O)Nc1cc(Cl)cc(Cl)c1	0%	-3%	-8%
CCc1noc(C)c1C(=O)Nc1sc(C(=O)N(C)C)c(C)c1C(=O)OC	9%	?	-29%
